# Screens from PubChem.
# MBNL1 CUG block = qHTS Assay for Inhibitors of MBNL1-poly(CUG) RNA binding; TR-FRET MBNL1-His/biotin-(CUG)12 binding, 665/545 ratio; Potency, µM (doses to about 57.5 µM), for inactives: top-dose activity change, negative = inhibition, hits mostly inhibitors; 280,000 tested, 0.036% active; active means well fitted inhibition curve with a large enough effect in the signal ratio, with a control signal flat, not every such curve was filed as active; inconclusive means small, poorly fitted or top-dose-only effect, or effect the other way, or a change in a side signal; inactive means no such curve, though single readings can be large or run the other way; the % refers to the signal ratio; further: on the % scale 0 is the no-effect control and ±100 the full control effect
#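 TR-FRET between His-tagged MBNL1 and biotin-(CUG)12 RNA, detected with Tb anti-His antibody (0.055 ng/ul) and streptavidin-XL665 (5 nM), 60 min at room temperature. Compounds titrated 92 nM to 58 uM; 665/545 nm ratio normalized to buffer and complex controls.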
# Gal4-VP16 FLuc = VP16 counterscreen qHTS for inhibitors of ROR gamma transcriptional activity; Drosophila S2 Gal4-VP16 UAS-luciferase, luminescence, 20 h; 310,000 tested, 3.5% active; Potency, µM (top dose mostly 53.6 µM), inactives show at the highest dose activity, negative = inhibition, most hits filed as inhibitors; AID 2546, 2010;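 further: Gal4-VP16 expression switched on by copper sulfate through the metallothionein promoter; on the % scale 0 is the no-effect control and ±100 the full control effect; nearly all actives have a fitted effect of over 50% in size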
# FLuc counter = qHTS profiling assay for firefly luciferase inhibitor/activator using purifed enzyme and Km concentrations of substrates (counterscreen for miR-21 project); Luciferin 4-monooxygenase (Photinus pyralis), P08659; purified FLuc, Km substrates, luminescence inhibition; Potency, µM (titrated, usually from 57.5 µM), for inactives: top-dose activity change, negative = inhibition, hits mostly inhibitors; 360,000 tested, 6.9% active; AID 588342, 2011;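 further: plate controls were vehicle for no effect and reference inhibitor for full effect; nearly all actives have a fitted effect of over 55% in size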
#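 Purified P. pyralis luciferase, 10 nM final, with Km-level 10 uM D-luciferin and 10 uM ATP in 50 mM Tris acetate pH 7.5, 10 mM Mg acetate, 0.01% Tween-20, 0.05% BSA; 6-point qHTS titration about 60 µM downward; luminescence read.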
# RORg inh = qHTS for inhibitors of ROR gamma transcriptional activity | Potency, µM (titrated, usually from 53.6 µM), for inactives: top-dose activity change, negative = inhibition, most hits filed as inhibitors | Drosophila S2 Gal4-RORgamma UAS-luciferase reporter, 20 h | AID 2551, 2010 | Nuclear receptor ROR-gamma (Mus musculus), P51450 | 310,000 tested, 5.4% active; further: on the % scale 0 is the no-effect control and ±100 the full control effect; nearly all actives have a fitted effect of over 60% in size
#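 Luciferase reporter read in Schneider cells carrying Gal4-RORγ (mouse) and UAS-Photinus luciferase; cells given compound 1 h before 700 uM copper sulfate induction, then incubated 20 h at ambient temperature.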
# p53 reactivator = qHTS assay for re-activators of p53 using a Luc reporter; H1299 p53-A138V BP100-luciferase reporter, luminescence, 24 h; Potency, µM (titrated, usually from 92.2 µM), for the others: top-dose activity change, positive = activation, usual class: activators; 320,000 tested, 0.063% active; AID 504706, 2011; further: % of control where 0% means no effect; nearly all actives have a fitted effect of over 45% in size
#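 p53-null H1299 cells stably carrying temperature-sensitive p53-A138V and a BP100-luciferase reporter were pinned with compounds (4-point, 1:5 series) and held 24 hrs at 37 deg C. Luminescence was read 10 min after detection reagent.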
# Rab9 prom act = qHTS Assay for Rab9 Promoter Activators | Potency, µM (titrated, usually from 9.22 µM), for the others: at the top dose activation, negative = inhibition, actives largely listed as activators | 320,000 tested, 2.8% active | AID 485297, 2010 | Huh7 Rab9 promoter-luciferase reporter, luminescence, 24 h; further: % of control where 0% means no effect; nearly all actives have a fitted effect of over 60% in size
#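 Quantitative HTS format; Huh7 Rab9-luciferase reporter cells (1500/well) receive compound 2 h post-plating, incubate 24 h at 37 °C, then get luciferase reagent for 10 min before luminescence reading.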
# ELG1 genotox = qHTS screen for small molecules that induce genotoxicity in human embryonic kidney (HEK293T) cells expressing luciferase-tagged ELG1 | 330,000 tested, 1.3% active | Potency, µM (doses to about 46 µM), for inactives: top-dose activity change, positive = activation, usual class: activators | HEK293T ELG1-luciferase reporter, luminescence, 16 h | AID 504466, 2011; further: % of control where 0% means no effect; nearly all actives have a fitted effect of over 60% in size
#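 Reporter readout depends on ELG1 protein level, which increases with genetic stress. After 16 hr compound exposure at 37 °C, luciferase activity was quantified using ONE-Glo.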
# CXXC DNA block = qHTS Fluorescence Polarization Assay for Inhibitors of MLL CXXC domain - DNA interaction; MLL-CXXC / FITC-HOXA9 DNA fluorescence polarization; Histone-lysine N-methyltransferase 2A (Homo sapiens), Q03164; AID 2662, 2010; Potency, µM (titrated, usually from 115 µM), inactives show top-dose activity change, negative = inhibition, usual class: inhibitors; 290,000 tested, 0.037% active; active means well fitted inhibition curve with a large enough effect in the polarisation, with a control signal flat, not every such curve was filed as active; inconclusive means small, poorly fitted or top-dose-only effect, or effect the other way, or a change in a side signal; inactive means no such curve, though single readings can be large or run the other way; the % refers to the polarisation
#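 Purified MLL-CXXC (added from a 7 uM solution) was preincubated 5 min at ambient with pinned compounds in 50 mM Tris-HCl pH 7.5, 50 mM NaCl, 1 mM DTT, 0.05% BSA. Fluorescein-labeled HOX-A9 DNA (50 nM solution) followed, 30 min, then polarization read.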
# NPC1 promoter act = qHTS Assay for NPC1 Promoter Activators; 320,000 tested, 2.4% active; AID 485313, 2010; Potency, µM (titrated, usually from 9.22 µM), without a hit: at the highest dose activation, hits mostly activators; Huh7 NPC1 promoter luciferase reporter, 24 h;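 further: % of control where 0% means no effect; nearly all actives have a fitted effect of over 60% in size; reporter is driven by a mutant NPC1 promoter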
#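 In 1536-well qHTS, Huh7 cells harboring an NPC1 promoter–luciferase construct received compound for 24 h; activation was quantified by luminescence following luciferase reagent addition.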
# BRCA1 expr act = qHTS Assay to Identify Small Molecule Activators of BRCA1 Expression | MCF7-BRCA1-FFLuc reporter, luminescence, 48 h; response scale: scaled: vehicle 0%, 10 µM genistein 100% | Potency, µM (titrated, usually from 46.1 µM), for inactives: at the highest dose activation, actives largely listed as activators | 380,000 tested, 1.1% active | AID 624202, 2012; further: nearly all actives have a fitted effect of over 80% in size; some results filed as inactive show a strong effect at the top dose
#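 MCF7 cells carrying a BRCA1-firefly luciferase reporter (2000 cells/well, phenol-red free MEM) were attached for 2 h at 37 °C, then given compounds for 48 h. Luminescence was read 15 min after luciferase reagent; activity normalized to genistein (10 microM) and DMSO.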
# uPA generation = qHTS for Inhibitors of Cell Surface uPA Generation. cell surface uPA generation assay, qHTS. 330,000 tested, 0.31% active. Potency, µM (titrated, usually from 38.3 µM), inactives show top-dose activity change, negative = inhibition, hits mostly inhibitors; active means well fitted inhibition curve with a large enough effect; inconclusive means small, poorly fitted or top-dose-only effect; inactive means no such curve, though single readings can be large or run the other way; tested in mouse RAW 264.7 cells; further: on the % scale 0 is the no-effect control and ±100 the full control effect; nearly all actives have a fitted effect of over 55% in size
# Numbers without * were called inactive; ? = inconclusive; . = not tested or not shown; & = joins results of further samples; [ ] = remark or other dose. Unless noted, the call rests on the fitted dose curve; in most records, active means well fitted curve in the direction sought with a large enough effect; inconclusive means small, poorly fitted or top-dose-only effect, or another doubt; inactive means no such curve, though single readings can be large; an effect the other way counts as inactive or inconclusive. Potency means the concentration at half of the fitted maximal effect.
Molecule	MBNL1 CUG block	Gal4-VP16 FLuc	FLuc counter	RORg inh	p53 reactivator	Rab9 prom act	ELG1 genotox	CXXC DNA block	NPC1 promoter act	BRCA1 expr act	uPA generation
c1cc(N2CCCC2)ccc1C(c1nnnn1C1CCCCC1)N1CCOCC1 (stereo not given)	-2%	-2%	-2%	0%	0%	12%	2%	1%	11%	16%	0%
CN(C)C(=O)c1c([N+](=O)[O-])c(C(C)(C)C)nn1C	-12%	-5%	6%	-14%	-4%	-13%	-1%	10%	0%	-2%	9%
CC12CCC(=O)N1C(C(=O)Nc1cccc(S(=O)(=O)N3CCCCC3)c1)CS2 (stereo not given)	.	.	-2%	.	1%	-8%	-1%	.	-1%	-15%	1%
Cc1ccc(-c2nc(CS(=O)CC(=O)NCCN3CCCCCC3)c(C)o2)cc1 (stereo not given)	-2%	-1%	2%	0%	17%	-3%	1%	4%	0%	-4%	-8%
COc1cc(-c2nc3cnccn3c2NC(C)(C)CC(C)(C)C)ccc1O	8%	-1%	-1%	0%	.	0%	0%	-2%	-8%	-26%	-27%
COc1cc(C(=O)Nc2nccs2)ccc1OCc1c(C)noc1C	-3%	-3%	1%	?	-13%	-4%	-8%	-23%	2%	1%	6%
Cc1ccnc(NS(=O)(=O)c2ccc(C(C)(C)C)cc2)c1	-4%	-3%	-2%	0%	0%	0%	0%	16%	-3%	.	.
CCOc1ccc(-n2c(SCC(=O)Nc3cc(C)on3)nc3c(c2=O)SCC3)cc1	?	-10%	2%	34%	15%	5%	5%	-1%	-5%	-16%	4%
COc1ccccc1N=Cc1c(C)[nH]n(-c2ccc(C)cc2C)c1=O	4%	0%	0%	0%	-5%	-4%	-4%	-10%	-1%	-30%	-2%
O=C(NC(=S)N1CCN(c2nc(-c3ccccc3)cs2)CC1)c1cccnc1	?	0.0079µM*	?	0.11µM*	-16%	-2%	-5%	-3%	0%	10%	0%
Cc1cc(C)c(S(=O)(=O)c2ccc(Cl)cc2)c(Cl)n1	-2%	-3%	2%	-4%	-6%	-6%	3%	6%	-2%	-3%	-2%
CCOc1ccc(N2CC(C(=O)NC(C)C)CC2=O)cc1 (stereo not given)	5%	-7%	0%	-4%	1%	-4%	-1%	-7%	5%	13%	-5%
COc1ccccc1C/C(N)=N/OC(=O)c1ccco1	-5%	-5%	-2%	-3%	11%	-1%	-1%	-7%	1%	17%	-17%
COc1ccc(CNC(=O)C2CC(c3ccc(C(F)(F)F)cc3)=NO2)cc1 (stereo not given)	-7%	-2%	6%	8%	6%	-4%	0%	13%	-2%	-7%	-1%
COc1ccc(NC(=O)CN(C)CC(=O)Nc2ccc(Cl)c(S(=O)(=O)N(C)C)c2)cc1	-11%	18%	-3%	-8%	-6%	-2%	-5%	2%	0%	-25%	2%

# The listing continues.
Molecule	MBNL1 CUG block	Gal4-VP16 FLuc	FLuc counter	RORg inh	p53 reactivator	Rab9 prom act	ELG1 genotox	CXXC DNA block	NPC1 promoter act	BRCA1 expr act	uPA generation
CC(=O)c1c(C)[nH]c(C(=O)OCC(=O)Nc2cccc(S(=O)(=O)N(C)C)c2)c1C	2%	-11%	0%	3%	-4%	-9%	-7%	-26%	-2%	2%	-2%
CCOc1ccc(C2NC(=O)c3ccccc3O2)cc1OC (stereo not given)	4%	-1%	4%	19%	.	-4%	5%	15%	-6%	27%	5%
CC12c3ccccc3C(c3ccccc31)C1C(=O)N(Cc3cccnc3)C(=O)[C@H]12 (stereo not given in full)	18%	2%	2%	-12%	-14%	-3%	-3%	6%	-3%	31%	13%
CC(=O)Nc1ccc(S(=O)(=O)Nc2ccc3c(c2)CCC3)cc1	-9%	?	-18%	?	-20%	-9%	-24%	7%	1%	-37%	1%
CNC(=S)N/N=C/c1cn(Cc2ccc(F)cc2)c2ccccc12	.	1.1µM*	-7%	0.89µM*	4%	-4%	12%	-12%	-4%	-44%	-13%
CCN(CCn1cccn1)C(=O)c1ccc2nc(Cc3ccc(OC)cc3)oc2c1	13%	-2%	-22%	27%	25%	18%	0%	3%	1%	20%	6%
CCCCN(C)C(=O)c1ccc2c(c1)S(=O)(=O)c1ccccc1C2=O	-6%	-14%	-3%	-28%	8%	-5%	12%	1%	2%	5%	-2%
Nn1c(SCC(=O)N2CCCCCC2)nnc1-c1ccco1	.	.	2%	.	-5%	?	-2%	.	-4%	6%	-17%
O=C(CCCOC(=O)c1ccc(O)cc1O)c1ccc(Br)cc1	.	.	-2%	.	5%	0%	27%	.	2%	-48%	12%
CCOC(=O)Cc1csc(NC(=O)/C=C/c2ccccc2Cl)n1	.	?	1.2µM*	?	4%	?	-7%	-2%	?	22%	-8%
COc1cccc(Cn2c(=O)sc3ccccc3c2=O)c1	.	3%	?	42%	15%	26%	15%	-2%	-5%	45%	-4%
CCCCCC(=O)N1CC2(C)CN(C(=O)CCCCC)CC(C)(C1)C2=O	-6%	4%	6%	-7%	3%	2%	-2%	-1%	-2%	15%	0%
Cc1cc(NC(=O)c2c(F)cccc2Cl)n(-c2nc3ccccc3[nH]2)n1	2%	7.1µM*	-4%	4.5µM*	2%	1%	-19%	-7%	-5%	-21%	-7%
CC(Oc1ccc2ccccc2c1)C(=O)NNC(=O)Nc1ccccc1F (stereo not given)	-4%	29%	0%	-7%	-2%	0%	5%	-6%	-1%	9%	5%
CCOc1ccccc1N1CCN(C(=O)c2cc3c(s2)CCC3)CC1	0%	-2%	4%	-22%	13%	4%	-8%	0%	1%	-34%	-1%

# Complete entries as entered above. Order of screens: MBNL1 CUG block | Gal4-VP16 FLuc | FLuc counter | RORg inh | p53 reactivator | Rab9 prom act | ELG1 genotox | CXXC DNA block | NPC1 promoter act | BRCA1 expr act | uPA generation
# CC(=O)c1c(C)[nH]c(C(=O)OCC(=O)Nc2cccc(S(=O)(=O)N(C)C)c2)c1C is listed with 2% | -11% | 0% | 3% | -4% | -9% | -7% | -26% | -2% | 2% | -2%
# CCN(CCn1cccn1)C(=O)c1ccc2nc(Cc3ccc(OC)cc3)oc2c1 is listed with 13% | -2% | -22% | 27% | 25% | 18% | 0% | 3% | 1% | 20% | 6%
# CCCCCC(=O)N1CC2(C)CN(C(=O)CCCCC)CC(C)(C1)C2=O is listed with -6% | 4% | 6% | -7% | 3% | 2% | -2% | -1% | -2% | 15% | 0%

# Further results follow.
Molecule	MBNL1 CUG block	Gal4-VP16 FLuc	FLuc counter	RORg inh	p53 reactivator	Rab9 prom act	ELG1 genotox	CXXC DNA block	NPC1 promoter act	BRCA1 expr act	uPA generation
CNS(=O)(=O)c1cn(CC(=O)NCc2ccc(F)cc2)cc1S(=O)(=O)NC	-12%	-6%	1%	30%	-2%	-1%	-3%	-11%	1%	2%	3%
CC(=O)NNc1cccc(Cl)n1	-15%	-9%	6%	25%	-1%	6%	-5%	5%	1%	-1%	1%
CCc1ccccc1Nc1nc2ccccc2n1C(C)C	3%	-18%	2%	?	-1%	-3%	1%	0%	-3%	-1%	9%
COc1cc(C(CC(=O)Nc2ncccc2C)N2Cc3ccccc3C2=O)cc(OC)c1OC (stereo not given)	1%	-31%	-1%&4%	-6%	-2%	-3%	4%	-18%	-3%	8%&4%	-4%
Cc1cc2nc(-c3ccc(SCC(=O)N4CCOCC4)nc3)[nH]c2cc1C	26%	?	0.67µM*	-38%	-4%	3.5µM*	2%	1%	?	53%	.
Cc1ccc(NC2(C#N)C(=O)Nc3ccccc32)cc1C (stereo not given)	?	16%[10 µM]	-11%	-28%	?	-8%	-1%	1%	-5%	-24%	-4%
O=C(c1ccccc1)c1cc(F)c(N2CCOCC2)cc1Cl	-4%	-18%	?	?	8%	0%	-6%	3%	0%	3%	-3%
CCN1CCN(S(=O)(=O)c2ccc(Cl)c(C(=O)NC3CCCCC3)c2)CC1	.	.	4%	.	5%	-2%	1%	.	-1%	-8%	2%
C=CCOc1ccc(Cl)cc1CNC1CCCC1	-8%	-13%	1%	-10%	-4%	-4%	-12%	2%	-3%	-3%	-16%

# An excerpt. The share of hits here may be higher or lower than overall.
